m5-HT2A agonist – agonists of mouse serotonin 5-HT2A receptor (HTR2A). P35363. CHO-K1 mHTR2A beta-arrestin complementation, luminescence; percent of 30 µM serotonin response. activation, % at 7.6 µM. 0.66% of 360,000 active;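 active = activation above a run cutoff, the mean activation of all tested compounds plus 3 SD, cut at about 14% in these data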;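 also: 0% = plate median of compound wells and 100% = 30 µM serotonin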
ABHD5-PLIN5 inh – blocks binding of human ABHD5 to perilipin-5; Split G. princeps luciferase complementation, luminescence, 4 h; inhibition, % at 4 µM; 0.78% of 360,000 active;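 active = inhibition above the mean inhibition across every tested compound plus 3 SD, cut at about 22% in these data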;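 also: 0% = DMSO only wells and the 100% control is not disclosed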
ABCB6 inh MLPCN – blocks the human ABCB6 transporter. Q9NP58. K562-ABCB6 porphyrin accumulation, flow cytometry, 1 h; stronger effect = lower value. fluorescence ratio to DMSO, % at 10 µM. AID 602162. 0.19% of 360,000 active;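 active = fluorescence ratio to DMSO below 75%, the collection mean minus 3 SD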;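 also: signal is porphyrin accumulated inside mitochondria; 100% equals median channel fluorescence of DMSO control wells; lower ratio means ABCB6 inhibition with less porphyrin fluorescence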
PDI inh – blocks human protein disulfide isomerase activity; PDI insulin aggregation turbidity, A650, 90 min; AID 588391; inhibition, % at 10 µM; 0.052% of 350,000 active; P07237;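 active = mean inhibition across replicates of 30% or more, whatever share of single replicates reach that level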;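 also: absorbance from insulin aggregation driven by PDI reduction with DTT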
Target sequence (P07237 whole entry, looked up): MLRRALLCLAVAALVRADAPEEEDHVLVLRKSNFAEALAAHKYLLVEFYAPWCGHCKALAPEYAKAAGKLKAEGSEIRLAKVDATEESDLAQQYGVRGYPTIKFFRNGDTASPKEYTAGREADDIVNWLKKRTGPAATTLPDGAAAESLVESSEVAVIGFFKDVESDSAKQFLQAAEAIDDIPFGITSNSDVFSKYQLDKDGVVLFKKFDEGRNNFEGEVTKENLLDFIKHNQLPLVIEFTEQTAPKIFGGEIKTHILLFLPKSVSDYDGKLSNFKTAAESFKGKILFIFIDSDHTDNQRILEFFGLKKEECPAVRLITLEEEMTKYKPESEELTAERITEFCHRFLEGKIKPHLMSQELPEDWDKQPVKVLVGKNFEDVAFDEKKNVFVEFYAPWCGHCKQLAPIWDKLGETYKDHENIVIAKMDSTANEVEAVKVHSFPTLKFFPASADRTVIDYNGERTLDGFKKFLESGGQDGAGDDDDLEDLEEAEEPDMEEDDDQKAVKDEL
Granule exo inh – lytic granule exocytosis inhibition | TALL-104 LAMP-1 surface exposure, flow cytometry; cells stimulated with thapsigargin and PMA | inhibition, % at 10 µM | 0.66% of 360,000 active;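 active = inhibition above about 55%, limit read from the data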
MC4R antag cAMP – blocks human MC4R cAMP signaling | P32245 | AID 540295 | 0.48% of 360,000 active | MC4R-expressing cells, MTII-stimulated cAMP, LANCE TR-FRET | inhibition, % at 6.5 µM;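 active = inhibition above its plate's cutoff, the mean of tested wells on that plate plus 3 SD, cut at about 29% in these data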;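 also: 0% = Melanotan II alone and 100% = Melanotan II plus saturating MCL0020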
Target sequence (P32245 whole entry, looked up): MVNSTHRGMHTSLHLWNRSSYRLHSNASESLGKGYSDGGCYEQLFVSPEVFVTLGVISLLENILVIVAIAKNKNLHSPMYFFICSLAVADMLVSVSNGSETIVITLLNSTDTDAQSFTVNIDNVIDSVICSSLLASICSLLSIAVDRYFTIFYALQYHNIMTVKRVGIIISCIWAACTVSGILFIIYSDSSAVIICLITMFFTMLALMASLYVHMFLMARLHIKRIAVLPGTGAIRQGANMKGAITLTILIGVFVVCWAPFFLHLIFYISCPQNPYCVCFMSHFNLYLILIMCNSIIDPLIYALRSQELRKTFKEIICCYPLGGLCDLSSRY
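System: U2OS cells stably expressing human melanocortin 4 receptor (MC4R). Reagent: Melanotan II challenge after compound preincubation. Doses: 6.5 µM. Times: 30-min compound, 1-h challenge, 1-h detection, room temperature. Measured by: TR-FRET with Eu-cAMP and labeled anti-cAMP, 671 nm. Replicates: singlicate.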
N-glyco inh – blocks N-linked glycosylation in D54 reporter cells; AID 588692; D54 ERlucT glycosylation luciferase reporter, 24 h; percent of 100 nM tunicamycin response; reporter increase, % at 12.5 µM; 0.23% of 360,000 active;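 active = mean luciferase reporter signal, scaled so untreated is 0 and the glycosylation-blocking control 100, at or above a set limit in every replicate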;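 also: luciferase carries N-glycosylation sites so blocking glycosylation raises the light; 0% = median of neutral control wells and 100% = median of 100 nM tunicamycin wells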
H9c2 protect – myocardial damage modulation in H9c2 cells; H9c2 cardiomyocytes, H2O2 injury protection, ATPLite, 2 h; 0.63% of 360,000 active; AID 588492; protection from H2O2 cell death, % at 20 µM;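 active = compounds giving at least 50% protection of heart cells from peroxide-induced death in the single-dose screen, raw or plate-pattern-corrected value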;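 also: 0% = DMSO wells with peroxide and 100% = DMSO wells without peroxide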
CaV13 ICDI inh – Disruptors of the CACNA1D IQ motif to Ca2+-dependent inactivation inhibitor domain association, primary screening, Förster resonance energy transfer in intact living …; HEK cells, CFP/YFP FRET ICDI-IQ, plate reader, 10 min; percent FRET-ratio fall versus neutral wells; inhibition, % at 12.3 µM; 0.098% of 340,000 active; AID 743397;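 active = mean replicate inhibition of at least 30% and at least 1% of replicates passing that level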;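 also: 0% = median of the neutral control wells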
MC4R barr agon – activates human MC4R beta-arrestin recruitment. 0.98% of 360,000 active. activation, % at 8.9 µM. U2OS MC4R beta-arrestin complementation, luminescence; percent of melanotan II response, DMSO zero. AID 540308. P32245;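 active = activation above a per-plate cutoff, the mean activation of sample wells on that plate plus 3 SD, cut at about 8% in these data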
Numbers without * were called inactive; . = no result given.

SMILES	m5-HT2A agonist	ABHD5-PLIN5 inh	ABCB6 inh MLPCN	PDI inh	Granule exo inh	MC4R antag cAMP	N-glyco inh	H9c2 protect	CaV13 ICDI inh	MC4R barr agon
COc1ccc(N(CC(=O)NC2CCCC2)C(=O)CCC(=O)Nc2cc(C)on2)cc1OC	3	-2	97	-7	-4	15	1	2	-2	-1.9
CC(C)CN1CCN(Cc2c[nH]c3ccccc23)CC1CCO (centres undefined)	2	7	98	-12	19	0	-1	0	-21	-1.3
Cc1ccc2oc(C(=O)Nc3ccc(S(=O)(=O)Nc4onc(C)c4C)cc3)cc(=O)c2c1	4	0	104	-1	-11	-2	-1	11	-14	-0.9
CCOC(=O)c1cc(NC(=O)C2C3CCC(O3)C2C(=O)O)cc(C(=O)OCC)c1 (centres undefined)	-4	-4	107	-4	-5	-3	2	-1	-8	-1.5
CCOc1cc(CNc2ccc(S(N)(=O)=O)cc2)cc(Cl)c1OC	-2	-3	99	-3	-3	-6	-3	1	-4	0.6
COc1ccc(CCN2C(=O)CC(N3CCOCC3)C2=O)cc1 (centres undefined)	5	1	90	0	-2	20	0	29	.	2.1
CC1c2c([nH]c3ccccc23)CCC1C(=O)O (centres undefined)	5	-5	101	-13	8	2	0	4	-5	-1.2
C/C(=N\NC(=O)CCc1c[nH]c2ccccc12)c1cccc([N+](=O)[O-])c1	-2	2	102	3	-8	-1	-1	-5	-6	-1.2
CN1CCc2nc3ccccc3c(C(=O)OCC(=O)N(CCC#N)c3ccccc3)c2C1	-3	-5	97	-2	14	14	0	58*	-2	-0.4
CCS(=O)(=O)N1CCN(c2nc(-c3ccccc3)cs2)CC1	0	-2	89	1	-2	11	0	2	-6	2.6
COc1ccc(CNC(=O)COC(=O)C2CCN(S(=O)(=O)c3ccccc3C(F)(F)F)CC2)cc1	-3	1	99	3	1	10	1	3	-6	-0.2
CC1CCN(S(=O)(=O)c2ccc(C(=O)Nc3nnc(-c4ccccn4)o3)cc2)CC1	2	-6	99	11	0	8	1	11	7	-1.6
CC(=O)OC1OCCOC1NC(=S)Nc1cccc(C(F)(F)F)c1 (centres undefined)	-1	4	90	-2	-3	6	1	4	-4	-0.7
Cc1ccc(C)c(C(O)c2ncc(-c3ccccc3)[nH]2)c1 (centres undefined)	3	7	102	15	-4	6	2	-2	-7	0.7
N=C1C(=O)OCC1c1ccccc1NC(=O)c1ccccc1 (centres undefined)	-2	2	97	14	-6	-3	1	2	-5	-1.5
CCOC(=O)/C=C/C(=O)N1CCc2ccccc21	2	5	84	1	3	8	-2	-2	-7	0.6
CC(C)(C)OC(=O)C[C@@H]1C/C=C\C[C@@H](CC(=O)NCCO)C(=O)NCCOC1=O	11	7	103	2	29	9	3	4	-4	-0.4
O=C(NC12CC3CC(CC(C3)C1)C2)c1cc2nc(-c3ccco3)cc(C(F)(F)F)n2n1	1	3	94	5	2	4	0	-9	.	-7.8
COc1ccccc1C(=O)NCC(=O)NCc1cc(=O)n(C)c(=O)n1C	-2	-2	100	7	-2	-2	0	1	-16	-0.2
C=CCOC(=O)C1=C(C)NC2(O)c3ccccc3C(=O)C12O (centres undefined)	2	-58	214	17	1	1	1	3	.	0.0

Some of these compounds in order of heavy-atom count, descending:
SMILES	m5-HT2A agonist	ABHD5-PLIN5 inh	ABCB6 inh MLPCN	PDI inh	Granule exo inh	MC4R antag cAMP	N-glyco inh	H9c2 protect	CaV13 ICDI inh	MC4R barr agon
COc1ccc(CNC(=O)COC(=O)C2CCN(S(=O)(=O)c3ccccc3C(F)(F)F)CC2)cc1	-3	1	99	3	1	10	1	3	-6	-0.2
COc1ccc(N(CC(=O)NC2CCCC2)C(=O)CCC(=O)Nc2cc(C)on2)cc1OC	3	-2	97	-7	-4	15	1	2	-2	-1.9
Cc1ccc2oc(C(=O)Nc3ccc(S(=O)(=O)Nc4onc(C)c4C)cc3)cc(=O)c2c1	4	0	104	-1	-11	-2	-1	11	-14	-0.9
CC1CCN(S(=O)(=O)c2ccc(C(=O)Nc3nnc(-c4ccccn4)o3)cc2)CC1	2	-6	99	11	0	8	1	11	7	-1.6
CCOC(=O)c1cc(NC(=O)C2C3CCC(O3)C2C(=O)O)cc(C(=O)OCC)c1 (centres undefined)	-4	-4	107	-4	-5	-3	2	-1	-8	-1.5
COc1ccccc1C(=O)NCC(=O)NCc1cc(=O)n(C)c(=O)n1C	-2	-2	100	7	-2	-2	0	1	-16	-0.2
CC(C)CN1CCN(Cc2c[nH]c3ccccc23)CC1CCO (centres undefined)	2	7	98	-12	19	0	-1	0	-21	-1.3
N=C1C(=O)OCC1c1ccccc1NC(=O)c1ccccc1 (centres undefined)	-2	2	97	14	-6	-3	1	2	-5	-1.5
CC1c2c([nH]c3ccccc23)CCC1C(=O)O (centres undefined)	5	-5	101	-13	8	2	0	4	-5	-1.2

The listing continues.
SMILES	m5-HT2A agonist	ABHD5-PLIN5 inh	ABCB6 inh MLPCN	PDI inh	Granule exo inh	MC4R antag cAMP	N-glyco inh	H9c2 protect	CaV13 ICDI inh	MC4R barr agon
O=C(NC1CCS(=O)(=O)C1)C12CC3CC(CC(C3)C1)C2 (centres undefined)	0	-4	104	7	0	18	2	11	-6	-1.2
O=C(c1ccccc1)N1CCCC(c2nc3c(nnn3Cc3ccccc3)c(=O)[nH]2)C1 (centres undefined)	1	3	100	11	-1	-4	3	15	-4	-0.2
Fc1cccc(NC(=S)NNc2c3ccccc3nc3ccccc23)c1	0	-5	95	1	1	20	2	-13	20	-0.2
CCCN(CC(=O)NC(=O)NCc1ccccc1)CC(=O)Nc1ccc(F)c(F)c1F	9	3	92	-1	-1	-7	-7	-5	-5	0.8
COc1cc2c(=O)n(CCCN3CCOCC3)c(=S)[nH]c2c(OC)c1OC	7	3	100	-4	1	5	1	6	-4	-1.8
COc1ccc(CN(C)C(=O)CNC(=O)CNC(=O)c2ccc(Cl)cc2Cl)cc1F	3	1	96	6	-7	5	0	0	-3	-2.5
COc1ccc(C(=O)NNC(=O)CSc2ccccc2)cc1	3	-1	99	-1	-2	3	1	0	-2	-2.3
COC(=O)c1ccc2nc(-c3ccc(Cl)cc3)c(Cc3ccccc3OC)n2c1	5	-2	103	.	-6	.	-3	4	-8	.
C=C1C(=O)C23C(O)C1CCC2C12COC3(O)C(O)C1C(C)(C)CCC2O (centres undefined)	-4	96*	102	.	0	3	11	-13	.	-0.5
CC(C)CC(c1nnnn1C(C)C)N1CCN(c2ccccc2)CC1 (centres undefined)	0	-4	103	0	-1	3	-4	2	-5	-2.6
O=C(NCC(=O)N1CCN(S(=O)(=O)c2ccccc2F)CC1)c1ccc(Br)o1	1	-3	97	2	-2	17	0	-1	-5	-4.1
O=C1C2CCCN2C(=O)N1CCCN1CCN(c2cccc(Cl)c2)CC1 (centres undefined)	-6	2	101	0	7	5	-2	2	-5	0.1
Cc1ccc(Cc2c(C(C)(C)C)nc3ccc(Br)cn23)cc1	-4	-3	104	.	-1	.	0	-5	-4	.
CC1(C(=O)NS(=O)(=O)c2ccc(Cl)cc2)CCN1C(=O)C1CCCCC1 (centres undefined)	3	-5	101	2	-2	2	-1	-1	-18	0.7
O=C(c1ccc(Cl)c(Cl)c1)N1CCCC1	-5	3	87	-4	0	6	0	-2	-5	-0.7
O=C(NC1CCCCC1)N(Cc1ccccc1)Cc1ccco1	-4	-2	117	7	-4	7	-1	15	-6	-1.7
CCc1cc(Cn2nc(-c3ccccc3)cc2C(=O)NCc2ccc(C)cc2)on1	-5	3	100	7	3	6	-1	-4	-10	2.0
CCCC(=O)C1=C(N(C)c2ccccc2)CC(C)(C)CC1=O	5	-4	101	-2	-5	6	2	-1	-18	-0.4
CCCc1cc(=O)oc2cc(C)cc(OC(C)C(=O)NCc3ccccn3)c12 (centres undefined)	2	1	103	-4	9	0	-1	0	-14	-1.2
COc1ccc(OC)c(N(CC(=O)Nc2cccnc2)S(=O)(=O)c2ccccc2)c1	-1	-6	97	-6	4	13	-1	11	-4	0.8
C/C(=N\N1CCN(Cc2ccc(C)cc2)CC1)c1ccco1	-4	-5	86	12	-4	-4	-1	-4	.	-0.3
Cc1noc(N)c1C(=O)Nc1ccccc1F	3	2	106	5	-1	1	2	-8	-5	-1.1
COC(=O)c1ccc(C2NC(=O)c3c(sc(C)c3C)N2)cc1 (centres undefined)	-1	-16	100	3	-4	7	3	-2	-18	1.3
COc1ccc(C2CC(c3cccc(OC)c3)=NN2c2ccc(S(N)(=O)=O)cc2)cc1 (centres undefined)	-4	2	100	-2	10	18	-4	-5	-6	-0.4
Cc1cc(C)c(NC(=O)C2C3/C=C\CCCCC32)c(C)c1 (centres undefined)	7	9	94	-9	0	9	1	1	-4	-0.4
CCOC(=O)c1cccc(NC(=O)CCc2nnc3ccc(N4CCCCC4)nn23)c1	3	3	97	-4	1	1	3	-1	-4	-2.2
CC1(C)SC2c3ccccc3C(=O)N2C1C(=O)O (centres undefined)	-3	-4	84	-1	-7	-2	-1	1	-8	-1.2
N#CC1=C(SCc2ccccc2)NC(=O)CC1c1ccccc1 (centres undefined)	-3	-3	93	-3	-3	2	2	-1	.	-1.4
CN(C)S(=O)(=O)c1ccc(C(=O)Oc2ccccc2)cc1	-9	5	97	-4	0	11	1	7	1	-0.5
COc1cc(/C=N/OCC(=O)NC2CCS(=O)(=O)C2)ccc1OC(F)F (centres undefined)	0	-1	97	-4	0	2	-1	3	-7	-2.1
Cc1ccc(NC(=O)C2CCN(S(=O)(=O)c3cc([N+](=O)[O-])ccc3Cl)CC2)nc1	1	-8	92	9	-2	-8	-6	-4	-6	-1.8
CCCOc1ccc(C2C(C(=O)c3cc4ccccc4o3)=C(O)C(=O)N2c2cc(C)on2)cc1 (centres undefined)	6	-18	106	-17	10	5	5	1	-8	-2.0
O=C(CN1C(=O)c2ccccc2C1=O)N1CCCCC1	3	1	89	-10	4	20	0	-1	1	2.6
COc1ccc(CNC(=O)c2ccc(Br)s2)cc1OC	-6	-1	90	3	0	-4	-1	-4	-6	-3.5
COc1cc(NC(=O)COC(=O)CC2CC3CCC2C3)cc(OC)c1 (centres undefined)	4	-3	94	-2	5	-3	3	-1	-6	1.4
CCOc1cc(N2CCOCC2)c(OCC)cc1NC(=O)COC(=O)c1cc2ccccc2cc1O	-2	-4	94	-3	-2	14	1	-5	-14	-0.2
COCCCn1c(SCC(=O)Nc2nnc(C)s2)nnc1-c1ccoc1C	4	-2	92	1	2	9	0	11	.	-1.6
CCOc1ccc(NC(=O)Cn2nnc(C(=O)NCc3ccc4c(c3)OCO4)c2N)cc1	3	0	98	6	-2	-2	-4	-20	-5	1.5
CCC(=O)Oc1ccc(-c2cnc3ccccc3n2)cc1	1	-3	98	2	-5	-15	-7	-8	-10	2.8
COc1ccc(OC)c(CNC(=O)c2ccc(C)c(NC(=O)C3=C(C)OCCS3)c2)c1	4	-3	98	2	-1	1	0	0	-6	-1.4
O=C(NC1CCCCC1)c1cc(N2C(=O)CCC2=O)ccc1Cl	7	1	91	2	-6	10	1	1	-4	3.1
